NSD2 inh – NSD2 histone methyltransferase inhibitors, primary screen, biochemical, AlphaScreen, single concentration, set 2; inhibition, % at 12.5 µM; NSD2 peptide methylation, 120 min; AID 743445, 2014; hit rate 0.54% among 310,000; in the data active = inhibition above about 50%
LANA DNA inh – inhibitors of KSHV C-LANA binding to DNA, primary screen, biochemical, fluorescence polarization, FAM-LBS DNA, MBP-C-LANA, single point; Kaposi's sarcoma herpesvirus LANA C-terminal domain (residues 932-1162) DNA binding; inhibition, % at 9 µM; hit rate 0.078% among 340,000; AID 504423, 2011;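 active = highest replicate inhibition at or above 60% at 9 µM, even if other replicates fall short; inactive = all replicates below 60% inhibition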;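 also: 0% = neutral control wells and 100% = 4 µM acridine orange control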
CAL PDZ FP-1 – untagged CAL PDZ binding inhibitors, primary screen, biochemical, fluorescence polarization, HTS. Golgi-associated PDZ and coiled-coil motif-containing protein (Homo sapiens), Q9HD26. purified CAL PDZ, TMR-peptide fluorescence polarization, 1 h. inhibition, % at 24.9 µM. hit rate 0.92% among 300,000. AID 602252, 2012;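 active = mean inhibition of at least 30% with at least half of replicates also reaching 30%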;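 also: 0% = DMSO neutral control and 100% = excess unlabeled competitor peptide PRC23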
CAL PDZ FP-2 – CAL PDZ peptide-binding inhibitors, primary screen, biochemical, fluorescence polarization, Cer-tagged CAL PDZ, HTS; Golgi-associated PDZ and coiled-coil motif-containing protein (Homo sapiens), Q9HD26; purified CAL PDZ, TMR-peptide fluorescence polarization, 1 h; inhibition, % at 20 µM; hit rate 0.02% among 330,000; AID 504414, 2011;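 active = highest replicate inhibition of at least 40%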;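 also: plate controls were DMSO neutral control wells for no effect and unlabeled competitor peptide control wells for full effect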
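Material: tagged CAL PDZ domain; buffer or medium: 25 mM sodium phosphate pH 7.4, 150 mM NaCl, TCEP, IgG, Thesit; compound dosing: single point, 20 µM; schedule: 1 h incubation at room temperature before polarization reading; measured by: FP readout, S and P plane fluorescence; read-out basis: percent inhibition from loss of millipolarization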
Arrestin-AP2 inh – inhibitors of beta-arrestin/AP2 binding, primary screen, biochemical, GPCR trafficking, flow cytometry | beta-arrestin 1 C-terminal peptide binding to AP2 beta2-adaptin appendage (human) | FITC-arrestin peptide / GST-AP2 beads; AP2 beta2 appendage carries R879A mutation | inhibition, % at 10 µM | hit rate 0.31% among 340,000;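 active = inhibition above a set limit, near 3 SD of compounds lacking own fluorescence, cut at about 54% in these data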;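 also: plate controls were DMSO wells for no effect and 5 µM unlabelled arrestin peptide for full effect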
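system = GST-tagged AP2 beta2-adaptin appendage (R879A) on 4 µm glutathione beads | reagent = FITC-labelled arrestin peptide probe, 50 nM final | schedule = compound with beads 12 min RT, then probe 1 h RT | signal = HyperCyt-sampled flow cytometry, FL1 channel, ex 488/em 535 nm | read-out = percent response from loss of bead-bound FITC fluorescence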
Keap1 Nrf2 FP – Keap1-Nrf2 protein-protein interaction inhibitors, primary screen, biochemical, fluorescence polarization, single point; hit rate 0.15% among 340,000; Keap1 Kelch-Nrf2 peptide fluorescence polarization, 1536-well; Kelch-like ECH-associated protein 1 (Homo sapiens), Q14145; AID 504523, 2011; inhibition, % at 9.4 µM; in the data active = inhibition above about 12%;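 also: human Keap1 Kelch domain with fluorescein labeled Nrf2 9mer peptide probe; 0% = neutral control wells and 100% = peptide positive control; higher means more block of Keap1 binding to Nrf2 peptide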
V-ATPase pHluor – regulators of yeast V-ATPase proton pumping, primary screen, pHLuorin cytosolic pH fluorescence | response, % at 10 µM | hit rate 0.37% among 350,000 | S. cerevisiae | AID 504577, 2011; in the data active = response mostly above about 7.3%, no sharp cut-off; inactive = mostly below about 5.4%; also: actives read high; inactives centre near 0; some compounds called inactive have numbers as strong as hits; reference of the scale not given here
DSG3 Ab inh – inhibitors of pemphigus antibody binding to DSG3, primary screen, biochemical, bead-based, flow cytometry, scFv-GFP. hit rate 0.48% among 310,000. Desmoglein-3 (Homo sapiens), P32926. binding (percent of control), % at 10 µM. DSG3-coupled beads, scFv-anti-DSG3-GFP binding; hits give low values;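 active = binding more than 3 SD below its plate's average and above zero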;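 also: hits lower antibody fragment binding to DSG3; some compounds called inactive have numbers as strong as hits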
RTF Ca sens inh – cardiac RTF calcium sensitivity inhibitors, primary screen, biochemical, IANBD-TnC fluorescence, EC70 calcium; AID 493244, 2011; hit rate 0.12% among 340,000; IANBD-labeled cardiac RTF, Ca2+ fluorescence; inhibition, % at 7.15 µM; Troponin I, cardiac muscle (Homo sapiens) + Troponin T, cardiac muscle (Homo sapiens) + …;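 active = inhibition above the mean inhibition of all tested compounds plus 3 SD, cut at about 17% in these data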;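 also: assay run at fixed EC70 calcium of 1.6 mM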
DAGLB inhibitor – DAGLB lipase inhibitors, primary screen, biochemical, fluorescence, HTS. hit rate 0.059% among 340,000. inhibition, % at 5.17 µM. HEK293T DAGLB membrane lysate, EnzChek fluorogenic substrate. Diacylglycerol lipase-beta (Homo sapiens), Q8NCG7; in the data active = inhibition above about 34%;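 also: 0% = enzyme with vehicle and 100% = wells lacking enzyme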
Target sequence (Q8NCG7 whole entry, looked up): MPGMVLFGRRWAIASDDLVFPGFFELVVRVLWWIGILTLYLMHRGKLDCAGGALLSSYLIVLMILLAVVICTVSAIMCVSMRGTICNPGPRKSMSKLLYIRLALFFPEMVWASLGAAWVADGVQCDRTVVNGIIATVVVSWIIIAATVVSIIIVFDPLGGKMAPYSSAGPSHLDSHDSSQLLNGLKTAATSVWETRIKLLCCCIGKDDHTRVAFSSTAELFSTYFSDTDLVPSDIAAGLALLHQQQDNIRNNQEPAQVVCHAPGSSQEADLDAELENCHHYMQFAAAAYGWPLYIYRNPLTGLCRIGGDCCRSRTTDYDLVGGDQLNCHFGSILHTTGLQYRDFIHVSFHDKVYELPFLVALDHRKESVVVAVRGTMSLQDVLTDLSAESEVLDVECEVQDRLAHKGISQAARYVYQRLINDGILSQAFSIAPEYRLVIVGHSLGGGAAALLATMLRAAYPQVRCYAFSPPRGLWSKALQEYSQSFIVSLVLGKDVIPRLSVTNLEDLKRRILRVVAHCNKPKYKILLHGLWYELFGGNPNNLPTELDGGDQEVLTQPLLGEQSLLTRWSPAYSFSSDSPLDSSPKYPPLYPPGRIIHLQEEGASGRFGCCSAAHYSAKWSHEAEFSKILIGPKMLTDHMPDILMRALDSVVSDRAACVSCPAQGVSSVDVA
Numbers without * were called inactive; x = no result given; & = joins results of further samples. Not all compounds are listed. The share of hits here may be higher or lower than overall.

NSD2 inh,LANA DNA inh,CAL PDZ FP-1,CAL PDZ FP-2,Arrestin-AP2 inh,Keap1 Nrf2 FP,V-ATPase pHluor,DSG3 Ab inh,RTF Ca sens inh,DAGLB inhibitor,smiles
9,-0.5,-3,x,47,-3,-1,101,-1,-2,Cc1ccc(C(=O)NCCCN2CCOCC2)cc1Cl
-2,0.8,x,-0.9,-4,-5,0,98,x,x,FC(F)(F)c1nnc(Nc2ccc(Cl)cc2)s1
-2,-1.6,80*,-1.1,-7,1,-2,94,-16,-1,COc1ccc(NC(=O)CSc2nc3sc(C)cc3c(=O)n2C)c(OC)c1
1,-4.6,-3,0.7,10,-5,0,97,7,-1,COCCn1cnnc1SCC(=O)Nc1ccc(Br)cc1F
-1,-1.1,x,-3.9,-1,-5,0,105,-2,-5,COc1cccc(/C=N/Nc2ncnc3scc(-c4ccccc4)c23)c1OC
1,0.6,8,-1.9,-7,-5,4,114,-6,-6,Cc1cccc(COc2coc(CN3CCN(C(=O)c4ccco4)CC3)cc2=O)c1
-1,0.6,6,-2.3,x,-6,-1,99,-2,-5,CC(C)(C)NC(=O)C(c1c[nH]c2ccccc12)N(C(=O)Cn1nnc(-c2ccc(Cl)cc2)n1)c1ccccc1F (stereo not given)
-1,0.3,1,-0.7,-3,-5,1,108,-1,-3,COc1ccc(Br)cc1C1SCCN1S(C)(=O)=O (stereo not given)
0,-0.9,3,-0.4,22,-3,-3,107,2,2,O=C(O)CSc1nc2ccccc2n1C1CCCCC1
-2,-1.0,x,-0.9,-12,1,-6,104,3,-3,CCc1cc(C(=O)Nc2cc(S(=O)(=O)N(CC)CC)ccc2N2CCOCC2)sc1C
10,-0.4,1,-2.9,0,-4,5,102,-1,2,COc1cc(OC)c(OC)cc1CN1CCCC(C(=O)c2ccc3c(c2)OCO3)C1 (stereo not given)
-3,0.2,-11,-0.6,-4,-2,-1,88,-4,-1,S=C1CC2CCCC(C2)N1 (stereo not given)
19,0.3,1,0.1,-2,-3,5,x,-9,1,COc1ccc(Cc2nn[nH]n2)cc1
3,0.7,x,0.1,13,-4,4,101,-3,0,O=C(CSc1ccc([N+](=O)[O-])cn1)Nc1ccc(N2CCOCC2)c(Cl)c1
2,1.1,-4,x,17,-1,-4,x,-2,-1,Cc1c(NC(=O)C(C)OC(=O)CNC(=O)c2ccc(C(C)(C)C)cc2)c(=O)n(-c2ccccc2)n1C (stereo not given)
-1,0.0,-3,-0.2,-11,0,-3,105,-3,1,CCOc1ccc(C(Nc2ccc(C)cc2)P2(=O)OCCCO2)cc1 (stereo not given)
-1,0.5,-7,x,-4,-3,3,105,-6,-1,Cc1noc(C)c1CSc1nnc2scc(-c3ccc(Cl)cc3)n12
-4,-0.9,7,-2.6,24,-1,-1,92,1,0,COc1ccc(NC(=O)Cn2c(=O)n(CCC(=O)NCC3CCCO3)c(=O)c3cc(OC)c(OC)cc32)cc1 (stereo not given)
5,2.9,-2,-0.9,4,2,-3,106,3,0,Cc1ccc(N(C(=O)Cc2cccs2)C(C(=O)NC2CCCCC2)c2ccccn2)cc1C (stereo not given)
-1,-0.5,0,-2.5,-5,-8,1,104,-6,0,C=CCn1c(Cc2csc(N)n2)nnc1SCc1ccc(C(=O)OC)cc1
-1,-0.1,-4,-1.1,13,2,-1,x,-3,-17,CCOc1ccc(OCC)c(NC(=O)C2COc3ccccc3O2)c1 (stereo not given)
8,-2.3,-3,-0.9,2,-2,2,96,-4,-8,CSc1nccc(NC(=O)c2ccc(C(C)(C)C)cc2)n1
x,0.7,-4,0.0,15,-3,1,92,3,-4,C#CCOCCOCCOCCNc1nc(N2CCOCC2)nc(N2CCN(C(=O)[C@H](CCC(=O)O)n3cc(C(N)Cc4ccc(O)cc4)nn3)CC2)n1 (stereo not given in full)
-5,1.2,-2,-0.1,10,-3,15*,93,-12,-3,CCCCc1nc2cc(C(=O)N(C)CCc3cn[nH]c3)ccc2o1
x,-1.8&1.0&-0.4,0&-2&-4,-0.4&-0.8&-0.8,-7&-2&-7,3&-3&1,0&-56&-1,106&107,10&-9&-1,4&3&2,C[C@H](CCC(=O)O)[C@H]1CC[C@H]2[C@@H]3[C@H](O)C[C@@H]4C[C@H](O)CC[C@]4(C)[C@H]3C[C@H](O)[C@]12C

As entered above.
Reading of `CC(C)(C)NC(=O)C(c1c[nH]c2ccccc12)N(C(=O)Cn1nnc(-c2ccc(Cl)cc2)n1)c1ccccc1F` (stereo not given) in LANA DNA inh: 0.6
Reading of `Cc1ccc(C(=O)NCCCN2CCOCC2)cc1Cl` in NSD2 inh: 9

(next part)
NSD2 inh,LANA DNA inh,CAL PDZ FP-1,CAL PDZ FP-2,Arrestin-AP2 inh,Keap1 Nrf2 FP,V-ATPase pHluor,DSG3 Ab inh,RTF Ca sens inh,DAGLB inhibitor,smiles
2,3.2,-6,1.6,12,8,-1,98,-14,0,COc1cc(/C=C/C(=O)Nc2ccc3[nH]c(=O)[nH]c3c2)cc(OC)c1OC
x,4.8,0,-0.8,0,-5,-3,92,-12,1,O=C(COC(=O)C1CCN(S(=O)(=O)c2cc([N+](=O)[O-])ccc2Cl)CC1)Nc1ncc(Cl)cc1Cl
7,1.9,-4,-2.2,-15,-6,-1,102,-31,5,Cc1nc2ccccc2c(C)c1CC(=O)N(CC(C)C)c1c(N)n(Cc2ccccc2)c(=O)[nH]c1=O
-40,0.0,-4,-0.8,4,-4,-1,95,3,0,COc1ccc(CCNC(=O)C2CCC(CNc3c(N4CCCC4)c(=O)c3=O)CC2)cc1OC (stereo not given)
1,1.0,0,-1.4,22,-1,-7,x,1,-3,CC(C)S(=O)(=O)c1csc(NC(=O)Nc2cccc([N+](=O)[O-])c2)c1Cl
3,1.8,3,-0.6,36,-2,2,x,-7,-2,COc1ccccc1NC(=O)CCSc1nnnn1C
x,-0.2,6,-1.3,-2,-1,0&-1,107&129,-11,0&0,CCN1CCN(Cc2ccc(NC(=O)c3ccc(C)c(NC(=O)c4cccc5[nH]ccc45)c3)cc2C(F)(F)F)CC1
-2,2.7,0,-1.4,10,-4,1,x,-19,-1,CC(=O)c1c(C)[nH]c(C(=O)COc2cc(C)cc(C)c2)c1C
1,0.5,10,-1.0,13,-3,-1,103,-3,2,CC(C)(C)C(=O)NNC(=O)COc1ccc2ccccc2c1Br
x,-0.3,2,-0.5,18,0,3,98,-1,-2,CN(c1ccc(C(=O)Nc2ccc3c(c2)OCCO3)cc1)S(C)(=O)=O
0,-0.4,0,-1.8,4,0,3,92,-3,-1,COc1ccccc1N1CCN(S(=O)(=O)c2ccc(-n3cnnn3)cc2)CC1
-4,0.1,0,-2.4,5,-2,0,88,-8,-2,CC(C)CNS(=O)(=O)c1ccc(S(=O)(=O)NC2CCOC(C)(C)C2)cc1 (stereo not given)
2,0.3,-6,-3.1,-4,0,-1,x,-8,0,Cc1cccc(NC(=O)c2ccc(S(=O)(=O)NCc3cccnc3)cc2)c1
-1,-5.9,-1,-0.7,2,-3,6,95,-12,0,O=C1c2cccc3cccc(c23)C(=O)N1OS(=O)(=O)c1ccccc1
-1,-1.7,18,-0.4,2,-1,1,112,-10,-2,Cc1ccc(NC(=S)N(CCCN2CCOCC2)Cc2cccnc2)cc1C
-1,-0.3,13,0.3,-7,-1,0,103,-2,-2,CN(C(=O)Nc1ccccc1)C1CCS(=O)(=O)C1 (stereo not given)
1,0.7,-2,-1.1,54,5,-6,108,1,1,CCOc1ccc(/C=N/NC(=O)C(=O)N2CCCCCC2)c2ccccc12
-1,-0.8,-2,-1.6,19,-2,0,108,-3,-3,N#Cc1ccccc1OCC(=O)Nc1cc(S(=O)(=O)N2CCCCC2)ccc1N1CCOCC1
0,-1.2,x,1.4,0,2,4,96,3,3,CCNC(=S)N1CCN(S(=O)(=O)c2ccc(Cl)s2)CC1
-1,0.1,-4,0.2,-2,1,0,119,-2,1,Cc1cc(S(=O)(=O)N2CCOCC2)ccc1OCC(=O)Nc1cccc(C(F)(F)F)c1
-3,-1.6,5,-1.8,25,-2,-3,94,-1,0,Cc1c(NC(=O)c2cc3nc(-c4ccc(Cl)cc4)cc(C(F)(F)F)n3n2)c(=O)n(-c2ccccc2)n1C
x,-0.3,0,-2.3,47,3,5,100,0,-4,Cc1ccc(C(=O)Nc2cccc3ccccc23)cc1
-3,-2.6,-5,-1.6,9,-2,1,100,3,-3,CC(=O)c1c(C)oc2ccc(NS(=O)(=O)c3ccc(C)cc3)cc12

Compound activity from PubChem.
